# Source: PubChem (National Center for Advancing Translational Sciences (NCATS))
# AmpC detergent: blocks E. coli AmpC beta-lactamase in detergent assay; AmpC hydrolysis of nitrocefin, absorbance 480 nm, 0.01% Triton; P00811; Potency, µM (series often up to 114 µM), inactives show top-dose activity change, negative = inhibition, hits mostly inhibitors; actives 0.041% (n = 370,000); AID 485294;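 note: potency is the fitted concentration of half-maximal effect; 0% = no-compound wells and -100% = no-enzyme wells; nearly all actives have a fitted effect of over 25% in size; some results filed as inactive show a strong effect at the top dose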
# Target sequence (P00811 whole entry, looked up): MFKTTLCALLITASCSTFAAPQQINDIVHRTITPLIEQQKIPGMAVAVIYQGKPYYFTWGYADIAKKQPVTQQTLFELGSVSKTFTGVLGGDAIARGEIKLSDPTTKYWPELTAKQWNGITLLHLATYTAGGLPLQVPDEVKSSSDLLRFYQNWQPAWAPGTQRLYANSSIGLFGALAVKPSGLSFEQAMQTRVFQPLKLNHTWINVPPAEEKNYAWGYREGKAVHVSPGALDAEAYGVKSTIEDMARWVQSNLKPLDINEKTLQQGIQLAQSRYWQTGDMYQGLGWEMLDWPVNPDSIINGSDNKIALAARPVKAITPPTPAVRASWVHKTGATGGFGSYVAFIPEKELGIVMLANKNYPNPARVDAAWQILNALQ
#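 20 mM phosphate pH 7.0 + 0.01% (detergent screen) or 0.0001% Triton X-100; 5.3 nM AmpC reagent; cpd preinc 15 min RT; nitrocefin (800 uM stock) to start; A480 q20 s × 4 min; Activity was normalised to no-enzyme and no-compound control wells.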
# HCMV antiviral: human cytomegalovirus inhibition; HFF cells, HCMV-luciferase reporter, 72 h; stronger effect = lower value; activity change, negative = inhibition, % at 57.5 µM; actives 4.5% (n = 410,000); in the data active = activity change below about -60%; inconclusive = no clear call, values can overlap the other calls; inactive = above about -39%
#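 Luciferase read-out from HCMV-luciferase-infected HFFs (MOI 1 PFU/cell) 72 h post infection at 37C; compounds added after 16 h cell attachment; activity normalized between buffer-only basal and Salinomycin (10uM) inhibitor controls.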
# AmpC inh no detg: AmpC beta-lactamase inhibition without detergent | AmpC nitrocefin hydrolysis, absorbance 480 nm, 0.0001% Triton | Potency, µM (top dose mostly 57.1 µM), inactives show at the highest dose activity change, negative = inhibition, hits mostly inhibitors | actives 0.52% (n = 330,000);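 note: potency is the fitted concentration of half-maximal effect; plate controls were no compound for no effect and no enzyme for full effect; nearly all actives have a fitted effect of over 20% in size; some results filed as inactive show a strong effect at the top dose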
#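 20 mM phosphate pH 7.0 + 0.01% (detergent screen) or 0.0001% Triton X-100; 5.3 nM AmpC reagent; cpd preinc 15 min RT; nitrocefin (800 uM stock) to start; A480 q20 s × 4 min; Activity was normalised to no-enzyme and no-compound control wells.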
# Tb PYK inh: T. brucei pyruvate kinase inhibition | Potency, µM (titrated, usually from 76.8 µM), for inactives: top-dose activity, negative = inhibition, actives largely listed as inhibitors | TbPYK enzyme, Kinase-Glo Plus ATP luminescence, 45 min | actives 0.12% (n = 410,000) | AID 624173 | Q57TT1; note: potency is the fitted concentration of half-maximal effect; nearly all actives have a fitted effect of over 50% in size
#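 Screened from lowest to highest concentration, compounds were pinned into TbPYK/substrate mixtures, and ADP (130 uM final) was added. Plates sat at room temperature for 45 min prior to Kinase-Glo Plus detection by luminescence.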
# Sm TGR block: inhibitors of Schistosoma mansoni thioredoxin glutathione reductase | Q962Y6 | purified TGR, DTNB reduction, TNB absorbance 405 nm | Potency, µM (top dose mostly 114 µM), without a hit: at the top dose activity change, negative = inhibition, usual class: inhibitors | actives 3% (n = 360,000) | AID 485364; note: potency is the fitted concentration of half-maximal effect; nearly all actives have a fitted effect of over 60% in size
#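 Kinetic colorimetric format: TGR-catalysed, NADPH-driven DTNB reduction monitored via TNB absorbance. Enzyme dispensed at 20 nM; compound exposure 15 min at room temperature before reaction start.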
# AMA1 RON2 block: inhibitors of Plasmodium falciparum AMA1-RON2 interaction; AlphaScreen AMA1-biotinylated RON2 peptide binding; Potency, µM (titrated, usually from 58.2 µM), for the others: top-dose activity change, negative = inhibition, hits mostly inhibitors; actives 0.2% (n = 360,000); AID 720542;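 note: potency is the fitted concentration of half-maximal effect; 0% = vehicle wells and -100% = peptide control; nearly all actives have a fitted effect of over 45% in size; some results filed as inactive show a strong effect at the top dose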
#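 AMA1 (3D7) with his tag at 25 nM final met compounds first, then biotinylated RON2 peptide at 25 nM; detection used donor plus acceptor beads, 10 µg/mL apiece, read by AlphaScreen after 30 min at room temperature.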
# LmPK inhibitor: inhibitors of Leishmania mexicana pyruvate kinase; AID 1721; purified LmPK, Kinase-Glo ATP luminescence, 1 h; actives 0.37% (n = 290,000); Q27686; Potency, µM (top dose mostly 57.5 µM), for the others: at the top dose activity change, negative = inhibition, hits mostly inhibitors; note: potency is the fitted concentration of half-maximal effect
# Target sequence (Q27686 whole entry, looked up): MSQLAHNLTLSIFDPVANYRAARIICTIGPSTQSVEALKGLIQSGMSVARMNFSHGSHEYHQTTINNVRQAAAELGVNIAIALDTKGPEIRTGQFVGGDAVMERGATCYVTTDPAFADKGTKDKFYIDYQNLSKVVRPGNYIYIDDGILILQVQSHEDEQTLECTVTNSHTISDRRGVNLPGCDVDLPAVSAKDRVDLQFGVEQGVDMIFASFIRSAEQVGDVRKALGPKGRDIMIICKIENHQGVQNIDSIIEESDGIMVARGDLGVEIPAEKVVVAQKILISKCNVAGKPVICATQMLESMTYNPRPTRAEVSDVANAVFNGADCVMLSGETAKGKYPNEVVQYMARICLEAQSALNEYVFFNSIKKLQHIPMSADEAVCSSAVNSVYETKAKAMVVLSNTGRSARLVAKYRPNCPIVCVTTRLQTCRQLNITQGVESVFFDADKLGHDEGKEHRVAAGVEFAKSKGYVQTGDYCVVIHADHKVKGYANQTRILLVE
#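 Kinase-Glo luminescence read after 1 h RT reaction of 0.1 nM LmPK with 0.5 mM PEP and 0.1 mM ADP. Activity scaled between uninhibited and enzyme-free controls.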
# Active calls of the source: *; ? = inconclusive; . = not tested or not shown; [ ] = remark or other dose. Unless noted, calls come from the whole dose curve; as a rule, active = well fitted curve in the direction sought with a large enough effect; inconclusive = small, poorly fitted or top-dose-only effect, or another doubt; inactive = no such curve, though single readings can be large; an effect the other way counts as inactive or inconclusive. Unless noted, % is set by controls: 0 for no effect and ±100 for the full control effect.
nr | SMILES | AmpC detergent | HCMV antiviral | AmpC inh no detg | Tb PYK inh | Sm TGR block | AMA1 RON2 block | LmPK inhibitor
1 | C/C(Cc1ccccc1)=N\NC(=O)CNC(=O)c1ccc(Br)cc1 | -10% | 6 | -49% | 1% | 5% | 65%[activator] | 0%
2 | CC1CCN(S(=O)(=O)c2ccc(NC(=O)C3CC(=O)N(c4ccccc4)C3)cc2)CC1 (centres undefined) | -11% | -21 | -6% | 0% | 14% | 18% | -3%
3 | Cc1cc(C)cc(OC(C)C(=O)Nc2nc3c(s2)CCCC3)c1 (centres undefined) | 20% | -27 | . | -4% | 5% | . | .
4 | COc1ccccc1CNC(=O)CC1C(=O)NCCN1C1Cc2ccccc2C1 (centres undefined) | 2% | -39 | 39% | -1% | ? | 5% | 10%
5 | COCCn1nnnc1C(c1cccs1)N1CCN(c2cccc(C(F)(F)F)c2)CC1 (centres undefined) | ? | -5 | 63%[activator] | -1% | 3% | -20% | 5%
6 | NC(=S)n1[nH]c(-c2ccc([N+](=O)[O-])cc2)c(N=Nc2cccc([N+](=O)[O-])c2)c1=O | ? | -72* | -9% | -18% | 6% | 26% | 3%
7 | COC(=O)c1ccccc1OCCCCN1CC(C)OC(C)C1 (centres undefined) | 7% | -15 | -26% | 21% | 3% | -5% | -3%
8 | O=[N+]([O-])c1cc(S(=O)(=O)N2CCCC2)ccc1NN=C1CCCCC1 | 4% | 34 | -8% | 1% | 1% | 1% | -2%
9 | CCOc1ccccc1C(C(=O)NC1CCCCC1)N(C(=O)c1csnn1)C1CC1 (centres undefined) | -7% | -11 | -12% | -4% | 4% | -9% | -1%
10 | COc1cc(-c2cc(-c3ccccc3)nc(SCC(=O)Nc3nccs3)c2C#N)cc(OC)c1OC | 1% | 16 | -8% | 0% | 35% | -11% | -1%
11 | COc1cccc(N2CCN(CC(=O)c3c(C)[nH]c4ccccc34)CC2)c1 | -3% | -21 | 29% | -11% | -20% | 0% | -3%
12 | CCCCN(Cc1nc2ccccc2c(=O)[nH]1)C(=O)COc1ccc(F)cc1Cl | -13% | 14 | -37% | -1% | -2% | 43%[activator] | .
13 | O=C(NCC1CCCCC1)c1ccc(Br)o1 | 0% | ? | -8% | 1% | -2% | -4% | -1%
14 | COc1ccc(-c2cc(C(F)(F)F)nc(SCC(=O)NCc3cnn(C)c3C)n2)cc1OC | -1% | 40 | -15% | 1% | 2% | 19% | 3%
15 | COc1cccc(Nc2nn3c(=O)c4ccccc4nc3s2)c1 | 0% | . | -18% | -11% | 0% | . | .
16 | O=S(=O)(NCCc1ccccc1)c1cccs1 | -8% | 2 | -3% | 0% | 7% | 18% | 0%
17 | O=C(Nc1ccc2c(c1)OCCO2)c1cccn(Cc2ccccc2)c1=O | 8% | 36 | . | 3% | 5% | . | .
18 | CCCCNC(=O)C(=O)c1ccccc1NC(C)=O | -17% | -5 | -14% | -8% | 1% | -3% | 7%
19 | COc1cc(C2C(C(=O)c3ccc(C)o3)=C(O)C(=O)N2CCN2CCOCC2)ccc1OCCC(C)C (centres undefined) | -1% | 17 | 78%[activator] | -3% | ? | 13% | -3%
20 | COC(=O)c1c(NC(=O)C2C3CCC(C3)C2C(=O)O)sc2c1CCCCC2 (centres undefined) | 0% | -11 | -49% | 0% | . | 40%[activator] | 2%
21 | CCCCCCCC1CC(CSC(=N)N)OC1=O (centres undefined) | ? | 16 | 2% | -6% | 4% | 15% | 11%
22 | CCCOP(=O)(OCCC)C1(Nc2ccc(C)cc2)CCCCC1 | 4% | -13 | 113%[activator] | -10% | 21% | -3% | 0%
23 | CCN(CCCNC(=O)c1ccc(Sc2ccc(C)cc2)c(NC(C)=O)c1)c1cccc(C)c1 | 11% | -14 | . | 3% | 1% | . | .
24 | Cc1ccc(CN2CCSc3ccc(C(=O)NC4CCN(Cc5ccccc5)CC4)cc32)cc1 | ? | -20 | -31% | 2% | 5% | ? | -3%
25 | COc1ccc(N2CC(C(=O)Nc3ccc4c(c3)OCO4)CC2=O)cc1 (centres undefined) | 1% | -7 | ? | 7% | 7% | -2% | 3%
26 | OC(COc1ccccc1)CSc1ncn[nH]1 (centres undefined) | -5% | -12 | -44% | 1% | 44%[activator] | -3% | -7%
27 | C[C@@H]1CN([C@H](C)CO)C(=O)c2cc(/C=C/c3ccccc3)cnc2O[C@H]1CN(C)C(=O)NC1CCCCC1 | . | 14 | . | -11% | . | -4% | .
28 | COc1cccc(C(=O)Nc2nc3ccccc3s2)c1 | -7% | 49 | -38% | -1% | -20% | -4% | 0%
29 | COC(=O)c1ccc(NC(=S)N2CCN(Cc3ccc(Cl)cc3)CC2)cc1 | ? | -21 | 23% | -15% | 12% | 2% | -2%
30 | CC1CN(CC(O)COC2CCC(C(C)(C)C)CC2)CC(C)O1 (centres undefined) | 8% | -38 | 150%[activator] | 3% | -4% | -8% | -1%

# Quoted from the listing:
# O=C(NCC1CCCCC1)c1ccc(Br)o1 in AmpC detergent shows 0%
# OC(COc1ccccc1)CSc1ncn[nH]1 (centres undefined) in Sm TGR block shows 44%[activator]

# (cont.)
nr | SMILES | AmpC detergent | HCMV antiviral | AmpC inh no detg | Tb PYK inh | Sm TGR block | AMA1 RON2 block | LmPK inhibitor
31 | Cc1ccc(CNC(=O)CCS(=O)(=O)c2cc3c(cc2Cl)NC(=O)CO3)o1 | -9% | 9 | -14% | 2% | -2% | 3% | -8%
32 | CCCN(Cc1nnc(-c2ccccc2Cl)o1)C(=O)c1cc([N+](=O)[O-])cc([N+](=O)[O-])c1 | -1% | -17 | -5% | 6% | -6% | -12% | 6%[11.5 µM]
33 | C/C(=N\NC(=O)C1CC1)c1ccc(OC(F)F)cc1 | ? | -21 | -21% | -2% | 3% | 3% | 0%
34 | Cc1ccc(CNC(=O)CS(=O)Cc2nc(-c3ccccc3C)oc2C)cc1 (centres undefined) | ? | 23 | 55% | -11% | 45µM* | -15% | 0%
35 | CC(=O)Nc1ccc(SCCN2CC[C@@H](C(C)(C)C)CCC2=O)cc1 | 6% | -23 | 82%[activator] | -9% | -1% | -3% | .
36 | COc1ccc(CCNC(=O)COc2ccc3c(c2)OCO3)cc1 | 0% | -9 | -11% | -4% | 12% | -4% | .
37 | Cc1ccsc1/C=N/Nc1nc2ccccc2s1 | 5% | 11 | -36% | -3% | 4% | -17% | -15%
38 | COc1ccccc1OCCNC(=O)c1ccc(NC(=O)CC2SC(N3CCCC3)=NC2=O)cc1 (centres undefined) | . | -4 | . | 9% | . | -12% | .
39 | COc1ccc(-c2nc(CN3CCN(c4ncnc5ccccc45)CC3)c(C)o2)c(OC)c1 | 5% | -82* | 244%[activator] | 1% | ? | 7% | 5%
40 | Cc1cccc(N2CCN(S(=O)(=O)c3cccs3)CC2)c1C | 8% | -4 | -30% | -1% | 2% | -10% | 3%
41 | CC(C)(C)Nc1nc(Cl)nc(NCCN2CCOCC2)n1 | 5% | 3 | -1% | 1% | 4% | 10% | 1%
42 | C=CCN=C1SCC(=O)N1S(=O)(=O)c1ccccc1 | -4% | 24 | -29% | 4% | 1% | -7% | 0%
43 | C=CCNC(=S)N1CCOCC1 | -6% | -15 | -5% | -3% | . | -5% | -1%
44 | C[N+]1(CCNC(=O)/C=N/O)CCCCC1 | -12% | 31 | 1% | 0% | -20% | -4% | -2%
45 | COCCNC(=O)c1cc(-c2ccccn2)nc2ccc(S(=O)(=O)N3CCC(C)CC3)cc12 | -1% | -31 | 3% | -2% | 9% | 8% | -8%
46 | COC(=O)CC(NC(=O)c1ccco1)c1ccc(C(C)C)cc1 (centres undefined) | -1% | -7 | -2% | -3% | 0% | 1% | 4%
47 | CCC1(CC)C(=O)NC(=Nc2cccc(C(F)(F)F)c2)NC1=O | -4% | -3 | -10% | 1% | 0% | 1% | 4%
48 | Cc1nnc(SCc2nc3sc4c(c3c(=O)[nH]2)CCCC4)n(N)c1=O | -7% | -35 | -31% | -8% | 14µM* | -12% | 4%
49 | O=C(NCc1ccncc1)[C@@H]1CCCN1C(=O)[C@H]1CCCN1C(=O)c1c(F)cccc1F | . | -7 | . | 2% | . | -1% | .

# Quoted from the results shown (6 entries):
nr | SMILES | AmpC detergent | HCMV antiviral | AmpC inh no detg | Tb PYK inh | Sm TGR block | AMA1 RON2 block | LmPK inhibitor
42 | C=CCN=C1SCC(=O)N1S(=O)(=O)c1ccccc1 | -4% | 24 | -29% | 4% | 1% | -7% | 0%
43 | C=CCNC(=S)N1CCOCC1 | -6% | -15 | -5% | -3% | . | -5% | -1%
44 | C[N+]1(CCNC(=O)/C=N/O)CCCCC1 | -12% | 31 | 1% | 0% | -20% | -4% | -2%
45 | COCCNC(=O)c1cc(-c2ccccn2)nc2ccc(S(=O)(=O)N3CCC(C)CC3)cc12 | -1% | -31 | 3% | -2% | 9% | 8% | -8%
46 | COC(=O)CC(NC(=O)c1ccco1)c1ccc(C(C)C)cc1 (centres undefined) | -1% | -7 | -2% | -3% | 0% | 1% | 4%
47 | CCC1(CC)C(=O)NC(=Nc2cccc(C(F)(F)F)c2)NC1=O | -4% | -3 | -10% | 1% | 0% | 1% | 4%
